BaF3 parental: counter-screen for JAK2V617F inhibitors: parental Ba/F3 viability inhibitors; CellTiter-Glo ATP luminescence; inhibition, % at 5.6 µM; hit rate 1.1% among 220,000;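 active means inhibition above a per-campaign cutoff, the mean inhibition of all tested compounds plus 3 SD, cut at about 27% in these data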;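 further: 0% = DMSO wells and 100% = JAK Inhibitor I control wells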
Runt-CBFb FRET: blocks binding of human RUNX1 Runt domain to CBFb. Q01196+Q13951. Cerulean-Runt/Venus-CBFb FRET ratio 530/480, 1 h. inhibition, % at 20 µM. hit rate 0.46% among 220,000. AID 1496;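 active means inhibition over about 50% at 20 µM in the single-dose screen, limit read from the data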;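 further: 0% = DMSO wells and 100% = excess unlabeled CBFb competitor control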
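Schedule: protein complex preformed 1 h, compound exposure 1 h, room temperature, dark; test system: Cerulean-labeled Runt domain protein; amount: 100 nM per protein; buffer or medium: Tris 50 mM pH 7.5, KCl, K2SO4, 0.01% BSA; read-out: loss of energy transfer signal; detection: FRET fluorescence; controls: 5 µM unlabeled CBFb as full-inhibition high control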
S1P4 ag: activates the human S1P4 receptor | activation, % at 4.98 µM | hit rate 0.35% among 220,000 | S1P4-expressing cell line, agonist reporter assay | AID 1509 | O95977; in the data active means activation above about 11%;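 further: 0% = DMSO vehicle and 100% = reference agonist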
Target sequence (O95977 whole entry, looked up): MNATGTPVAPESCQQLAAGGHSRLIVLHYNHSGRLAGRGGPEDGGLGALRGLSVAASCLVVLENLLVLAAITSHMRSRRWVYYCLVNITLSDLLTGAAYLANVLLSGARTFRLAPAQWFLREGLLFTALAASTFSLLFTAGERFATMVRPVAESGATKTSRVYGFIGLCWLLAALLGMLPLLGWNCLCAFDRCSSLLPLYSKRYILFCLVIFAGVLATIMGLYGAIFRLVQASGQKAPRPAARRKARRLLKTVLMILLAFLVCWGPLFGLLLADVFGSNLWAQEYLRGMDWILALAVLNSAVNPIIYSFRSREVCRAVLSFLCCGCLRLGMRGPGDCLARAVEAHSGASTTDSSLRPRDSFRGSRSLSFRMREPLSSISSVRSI
S1P4 antag: antagonists of human S1P4 receptor | AID 1510 | inhibition, % at 4.98 µM | hit rate 0.26% among 220,000 | S1P4-expressing cells, antagonist mode, reporter read-out; in the data active means inhibition above about 29%;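 further: 0% = wells stimulated with agonist and 100% = vehicle wells without agonist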
NPY-Y1 antag: antagonists of human neuropeptide Y receptor Y1; hit rate 1% among 200,000; inhibition, % at 3.6 µM; P25929; HEK293-CNG Y1 cells, membrane potential fluorescence; NPY at EC95, then isoproterenol; AID 1040;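 active means inhibition above the campaign mean inhibition of all tested compounds plus 3 SD, cut at about 20% in these data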;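 further: 0% = DMSO wells given NPY plus isoproterenol and 100% = isoproterenol alone without NPY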
Target sequence (P25929 whole entry, looked up): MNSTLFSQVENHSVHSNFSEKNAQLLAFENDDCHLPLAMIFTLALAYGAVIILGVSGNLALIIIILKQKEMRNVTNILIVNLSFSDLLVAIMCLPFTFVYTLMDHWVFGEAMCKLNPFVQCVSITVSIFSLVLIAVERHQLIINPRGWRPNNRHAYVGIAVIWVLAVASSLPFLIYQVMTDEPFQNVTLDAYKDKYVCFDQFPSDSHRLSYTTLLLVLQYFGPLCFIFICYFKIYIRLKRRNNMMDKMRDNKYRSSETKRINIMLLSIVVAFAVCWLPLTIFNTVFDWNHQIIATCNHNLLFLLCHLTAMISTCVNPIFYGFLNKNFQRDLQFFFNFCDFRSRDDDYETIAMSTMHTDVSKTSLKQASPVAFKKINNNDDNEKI
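material = HEK293 cells with Y1 receptor plus CNG channel | also added = NPY 25 nM then isoproterenol 1 µM plus Ro 20-1724 25 µM | schedule = dye 3 h, compound 60 min room temperature, stimulation 45 min | measured by = membrane potential fluorescence | benchmarks = high control isoproterenol alone, low control NPY with isoproterenol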
RBBP9 inh: human RBBP9 hydrolase inhibition | O75884 | hit rate 0.2% among 220,000 | inhibition, % at 7.94 µM | recombinant RBBP9, FP-Rh probe fluorescence polarization | AID 1515;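 active means inhibition above the campaign mean of all tested compounds plus 3 SD, cut at about 14% in these data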;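 further: plate controls were DMSO wells with RBBP9 for no effect and wells lacking RBBP9 protein for full effect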
Target sequence (O75884 whole entry, looked up): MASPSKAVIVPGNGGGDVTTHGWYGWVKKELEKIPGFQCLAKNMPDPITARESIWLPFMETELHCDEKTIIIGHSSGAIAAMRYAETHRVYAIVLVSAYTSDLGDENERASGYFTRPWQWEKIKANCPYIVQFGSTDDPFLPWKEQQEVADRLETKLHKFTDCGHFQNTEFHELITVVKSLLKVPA
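Assay system: recombinant human RBBP9; Reagent: Serine-hydrolase probe FP-Rh, 375 nM pre-mixing; Doses: 7.94 µM single dose, 0.794% DMSO; Incubation: 30 min then 45 min, 25 °C; Detection: fluorescence polarization (mP), excitation 525 nm, emission 598 nm; Evaluation: percent inhibition from mP, scaled between DMSO and no-protein wells.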
NPY-Y1 PAM-ag: human NPY-Y1 potentiation or agonism, primary screen | P25929 | NPY-Y1 expressing cells, potentiator/agonist activation | activation, % at 3.6 µM | hit rate 0.37% among 220,000 | AID 1304; in the data active means activation above about 33%, passing the limit was not always enough;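 further: cells stimulated with NPY at EC10 then isoproterenol at EC100; 0% = low agonist plus stimulus and 100% = saturating agonist plus stimulus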
Ba/F3 V617F tox: lowers viability of Ba/F3 cells expressing EpoR and JAK2V617F. hit rate 1.1% among 220,000. AID 1446. inhibition, % at 5.6 µM. ATP luminescence;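 active means inhibition above the campaign mean plus 3 SD over all tested compounds, cut at about 24% in these data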;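 further: cytokine-independent growth of Ba/F3 cells driven by EpoR plus mutant JAK2; 0% = DMSO-treated cells and 100% = JAK inhibitor I control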
NPY-Y2 PAM-ag: potentiators or agonists of human neuropeptide Y receptor Y2; cells expressing NPY-Y2, potentiator/agonist read-out; activation, % at 3.6 µM; hit rate 0.45% among 220,000; in the data active means activation above about 27%;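 further: cells stimulated with NPY near EC25 plus isoproterenol at EC100; 0% = vehicle plus submaximal agonist and 100% = vehicle plus saturating agonist; some results beyond the cut were filed as inactive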
* marks the source's active call; other numbers are inactive results; x = no result given.

Compound,BaF3 parental,Runt-CBFb FRET,S1P4 ag,S1P4 antag,NPY-Y1 antag,RBBP9 inh,NPY-Y1 PAM-ag,Ba/F3 V617F tox,NPY-Y2 PAM-ag
CCCc1nnc2n1N=C(c1ccc(-c3cc(Cl)ccc3Cl)o1)CS2,3,-2,-1.1,-15,0,-6,8,1,-13
O=C(Nc1ccccc1N1CCOCC1)C1Cc2ccccc2CN1C(=O)c1ccco1 (configuration not stated),2,3,0.5,-11,4,0,1,-2,-9
CSc1ccc(CNc2ccc(C)c(C)c2)cc1,2,-4,-0.1,1,7,-8,-15,-3,6
O=C(Nc1ccc(Br)c(Cl)c1)c1ccco1,5,1,1.4,4,3,-9,0,3,-11
CC(C)c1nnc(NC(=O)CCC(=O)NC2CCCCC2)s1,-5,-2,0.4,-6,x,1,2,-4,4
O=C(COC(=O)/C=C/c1ccco1)Nc1ncc(C(F)(F)F)cc1Cl,4,6,-0.6,-9,-4,-11,-9,4,3
COc1ccccc1-n1nc(C(=O)O)c2ccccc2c1=O,69*,0,1.7,-16,-1,2,12,-3,11
CC(=O)NC1=NN(C(C)=O)C(c2cccc([N+](=O)[O-])c2)S1 (configuration not stated),1,0,-0.7,-7,-2,7,0,-3,7
CCCNC(=O)Cc1ccsc1,3,-1,-4.1,-14,5,-1,-37,0,-5
Cc1ccc(C(c2c(C)nn(-c3ccccc3)c2N)c2c(C)nn(-c3ccccc3)c2N)cc1,6,-6,-0.8,-5,2,-12,-12,3,16
O=C(O)Cc1c(C(=O)O)[nH]c2ccc(C(=O)O)cc12,-5,2,1.9,-5,x,-4,21,-5,11
O=C(CCN1C(=O)S/C(=C\c2cccs2)C1=O)Nc1nccs1,2,-4,1.9,-2,-3,-5,8,0,-1
COc1ccc2cc3c(N)nn(C(=O)c4ccccc4[N+](=O)[O-])c3nc2c1,-3,23,0.8,-22,-1,-5,-4,0,0
O=c1cc(N2CCCCC2)c(-c2ccccc2)nn1Cc1ccc(F)cc1,3,-3,0.4,-3,-5,-5,-21,2,6
Cc1ccc(NC(=O)NC2CCCCC2)cc1Cl,4,0,-1.0,-8,3,10,6,-2,1
O=C(N1CCOCC1)N1CCN(Cc2ccccc2)CC1,0,-1,0.5,-2,-2,-4,-3,-3,10
CC1(C)CC(=O)C(C(N)=NC(=O)c2ccccc2)=C(O)C1,2,0,1.3,7,1,-9,-10,4,-3
CC(C(=O)N1CCOCC1)N1C(=O)C2C3C=CC(C4CC34)C2C1=O (configuration not stated),2,-1,0.8,8,1,-4,-3,-1,-6
CCOc1ccc(NS(=O)(=O)c2cc(NC(=O)c3ccc(C)cc3)ccc2Cl)cc1,70*,0,-0.2,12,5,-53,-14,80*,-3
Cn1c(N)c(C(=O)COC(=O)[C@@H]2CCCN2S(=O)(=O)c2ccc(Cl)cc2)c(=O)n(C)c1=O,-1,-2,-0.9,-5,-3,3,-14,-3,9
CC1(C)CC(=O)c2c(S(C)(=O)=O)sc(Br)c2C1,-4,2,1.2,-9,x,-1,0,-5,-4
COC(=O)c1ccc(C(C(=O)NCc2ccccc2)N(Cc2cccs2)C(=O)c2cnccn2)cc1 (configuration not stated),-1,-2,-0.9,-15,3,-8,-15,-3,7
CC(C)c1cc(CNC(=O)CCc2nnc(CCCc3ccccc3)o2)on1,11,x,-1.1,-6,9,0,-20,3,-12
CC1=CCC2C(=O)N(c3cccc(C(=O)N(C)C4CCCCC4)c3)C(=O)C2C1 (configuration not stated),2,-1,0.5,-11,3,-2,13,-2,17
CC(=O)NC12CC3CC(CC(CC(=O)O)(C3)C1)C2,8,1,0.4,5,-1,-6,3,3,2
CCOC(=O)Cc1c(C)nc(N)[nH]c1=O,1,1,-0.1,-5,-8,2,11,-4,2
COc1ccc(C(c2sc3ncnn3c2O)N2CC(C)OC(C)C2)cc1OC (configuration not stated),1,-1,-0.1,-10,2,-3,-3,2,-8
O=C(O)c1ccc(NS(=O)(=O)c2ccc3nnn(O)c3c2)cc1,1,7,-2.4,-19,5,-2,12,-2,-6
Nc1ccc(SC(F)(F)F)cc1C(=O)c1ccccc1,1,-4,0.0,0,10,-4,-6,-2,-1
Cc1ccccc1-n1ncc(C(C)NC(=O)c2ccco2)c1C (configuration not stated),3,-1,1.9,-10,-2,-5,15,-2,13
Cc1nc2ccc(NC(=S)N3CCOCC3)cc2nc1C,1,-7,0.4,-6,2,-2,-5,-2,-4
COc1cccc(/C=N/NC(=O)c2cc3c(OC)cccc3[nH]2)c1OC,6,-2,1.7,-1,3,-7,-34,1,-7
O=C(Nc1nc(-c2cccs2)c(-c2ccccc2)s1)c1ccco1,2,2,-0.1,-14,-4,-12,10,-1,15
Cc1cc(C)c2ccc(Cl)cc2n1,3,0,-1.6,-7,x,-9,-8,-3,-13
CCOC(=O)CSc1nc2c(cnn2-c2ccc(C)cc2)c(=O)[nH]1,4,-1,1.1,-6,0,-9,5,2,-18
NC(=S)Nc1cccc2[nH]ccc12,6,1,-0.4,6,4,-6,-7,-2,17
O=C(Nc1nnc(SCc2ccccc2Cl)s1)C1COc2ccccc2O1 (configuration not stated),7,-1,0.4,-4,2,-10,-3,-1,-10
COc1ccc2cc3cc(C(=O)NCc4cccnc4)oc3nc2c1,9,2,-0.9,-8,-5,-5,8,3,-6
COc1ccc(-c2cc(C(=O)N/N=C/c3sccc3C)c3ccccc3n2)c(OC)c1,8,-1,0.2,19,4,-4,-31,0,-18
COc1ccc(CCN(Cc2ccccn2)C(=S)Nc2ccc(C)cc2)cc1OC,13,-1,0.3,-22,3,0,6,11,5
CC(=O)N(c1cccc(Cl)c1)c1nc(C)cc(C)c1C#N,0,2,0.1,-8,x,-14,7,-4,2
CCOC(=O)N1CCN(c2cccc(C)c2C)CC1,4,-4,3.4,3,1,-1,0,0,2
COc1cc(-c2noc(-c3ccccc3C(=O)NCc3ccco3)n2)cc(OC)c1OC,10,-1,-1.3,6,25*,-2,-25,-3,-7
CCCCCc1nnc(NC(=O)C2CCCO2)s1 (configuration not stated),4,1,-1.3,-21,4,2,2,-2,14
Cc1ccc(S(=O)(=O)NC2=NCN(CCc3ccccc3)CN2)cc1,4,-1,1.4,14,0,-6,2,0,6

Full records, quoted from the list.
CC(=O)N(c1cccc(Cl)c1)c1nc(C)cc(C)c1C#N across the screens: BaF3 parental: 0; Runt-CBFb FRET: 2; S1P4 ag: 0.1; S1P4 antag: -8; NPY-Y1 antag: x; RBBP9 inh: -14; NPY-Y1 PAM-ag: 7; Ba/F3 V617F tox: -4; NPY-Y2 PAM-ag: 2
Cc1ccc(S(=O)(=O)NC2=NCN(CCc3ccccc3)CN2)cc1 across the screens: BaF3 parental: 4; Runt-CBFb FRET: -1; S1P4 ag: 1.4; S1P4 antag: 14; NPY-Y1 antag: 0; RBBP9 inh: -6; NPY-Y1 PAM-ag: 2; Ba/F3 V617F tox: 0; NPY-Y2 PAM-ag: 6

The list continues.
Compound,BaF3 parental,Runt-CBFb FRET,S1P4 ag,S1P4 antag,NPY-Y1 antag,RBBP9 inh,NPY-Y1 PAM-ag,Ba/F3 V617F tox,NPY-Y2 PAM-ag
COc1cccc(/C=N/Nc2nc(Nc3ccc([N+](=O)[O-])cc3)nc(N3CCCC3)n2)c1O,3,-1,0.6,-11,-7,-6,10,-1,-7
CCCCN(CCCC)c1cn[nH]c(=O)c1Cl,3,-3,0.9,-6,1,1,6,-1,17
COC(=O)c1cccc(Nc2ccc([N+](=O)[O-])cn2)c1,5,-2,0.5,-11,-5,-12,0,0,-11
CCOC(=O)c1[nH]c(C)c(C(=O)N2CCN(c3ccccc3)CC2)c1C,6,-8,2.3,-4,3,2,-25,8,-4
Cn1c(=O)c2c(nc(NCC3CCCO3)n2Cc2ccccc2)n(C)c1=O (configuration not stated),8,2,0.9,-11,7,-12,-33,1,-1
COc1cccc2c1OC[C@@H](CO)[C@H]2N(C)C(=O)Nc1ccc(Cl)cc1Cl,5,-6,-0.1,-15,1,-3,18,-2,11
CCOC(=O)c1ccc(NC(=S)NC2CC(C)(C)NC(C)(C)C2)cc1,2,-2,-1.1,0,0,3,26,-1,18
O=C(COC(=O)c1cc(=O)c2ccccc2o1)NC1CCCCC1,6,-3,2.5,-5,0,-5,-11,4,-14
CCC(=O)Oc1ccc(C(=O)Nc2ccccc2C(=O)NCC(C)C)cc1,0,-4,0.6,2,2,-3,-8,-1,-7
CCCC1=NN(C(=O)Cc2ccc(OC)c(OC)c2)C(O)(C(F)(F)F)C1 (configuration not stated),3,0,-0.7,-10,x,-12,17,1,15
CCN(Cc1ccncc1)Cc1c(O)ccc2ccccc12,1,11,1.0,2,2,-5,6,0,-1
NNC(=O)c1cccc(S(=O)(=O)Nc2cc(Cl)ccc2Cl)c1,2,0,0.7,-6,x,-15,-2,3,-4
COc1ccc(-c2nn(-c3ccccc3)cc2C(=O)O)cc1OC,3,2,-0.3,1,-3,-10,-6,-5,18
CCCOc1ccc(/C=N/NC(=O)CN(c2ccc(OCC)cc2)S(C)(=O)=O)cc1,0,-5,-1.4,3,x,-9,9,0,-13
CC1(c2ccccc2)NC(=O)N(CCOc2ccccc2)C1=O (configuration not stated),3,-2,0.4,6,1,0,4,-1,1
COc1ccc(S(=O)(=O)N(C)C)cc1NC(=O)Cc1c[nH]c2ccccc12,8,-1,0.7,-14,-2,-3,-12,2,-5
CC1=NN(c2ccccc2)C(=O)C1(C)[N+](=O)[O-] (configuration not stated),5,-2,-0.5,-9,6,-7,3,-2,-10
CC1(C(O)(C#CC[N+]2(C)CCCCC2)c2ccccc2)CCCC1 (configuration not stated),4,x,0.0,-20,2,-6,8,-2,-3
Fc1ccc(C2=CC(c3ccc(Br)o3)n3ncnc3N2)cc1 (configuration not stated),4,-82,0.3,-7,3,-8,0,1,-9
O=C(CC1CC2CCC1C2)NCc1cccs1 (configuration not stated),3,0,-0.7,-7,-4,-7,-4,-1,6
CCNc1nc(NCC)n2c(SC(C)C(=O)c3ccc(C)cc3)nnc2n1 (configuration not stated),10,4,2.1,0,2,-1,7,7,-11
CC(C)Cn1c(SCC(=O)NC(=O)Nc2ccc3c(c2)OCCO3)nc2ccccc2c1=O,1,-3,0.1,-8,1,-4,-4,-3,0
CCN(CC)CC(=O)Nc1c(C#N)cnn1-c1ccccc1,1,3,0.0,13,x,6,-19,-4,-6
CN1C(=O)c2cccc3c(Cl)ccc(c23)C1=O,0,-3,-1.4,-22,-3,6,6,-4,-4
CCCSc1ccc(C(=O)Nc2ccc(F)cc2F)cn1,3,1,-1.1,1,-2,-5,-3,1,-2

Bioassay records (PubChem)
